High-throughput results as filed in PubChem.
BCR signal inh = blocks chronic active B-cell receptor signaling; ABC-DLBCL IkBa-CBG/CBR reporter, luminescence ratio, 4 h; Potency, µM (series often up to 46.1 µM), without a hit: at the highest dose ratio change, negative = lower green/red ratio, actives largely listed as inhibitors; actives 0.05% (n = 340,000); AID 493014; active means well fitted inhibition curve with a large enough effect in the signal ratio, with a control signal flat, not every such curve was filed as active; inconclusive means small, poorly fitted or top-dose-only effect, or effect the other way, or a change in a side signal; the % refers to the signal ratio;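 further: potency means the concentration at half of the fitted maximal effect; plate controls were basal doxycycline-induced cells for no effect and cells given 10 µM MG132 for full effect; MG132 reads +100%, hits lower the ratio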
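Compounds up to 46 uM were incubated four hours with TMD8 cells whose green CBG68 luciferase is fused to IkappaBalpha; red CBR luminescence normalised the signal, and concentration-effect curves were fitted to fusion, red and ratio data.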
GALK inh = blocks human galactokinase activity | P51570 | Purified GALK, Kinase-Glo residual ATP luminescence | Potency, µM (doses to about 57.5 µM), for the others: top-dose activity change, negative = inhibition, actives largely listed as inhibitors | actives 0.007% (n = 270,000) | AID 1868; further: potency means the concentration at half of the fitted maximal effect; on the % scale 0 is the no-effect control and ±100 the full control effect
Target sequence (P51570 whole entry, looked up): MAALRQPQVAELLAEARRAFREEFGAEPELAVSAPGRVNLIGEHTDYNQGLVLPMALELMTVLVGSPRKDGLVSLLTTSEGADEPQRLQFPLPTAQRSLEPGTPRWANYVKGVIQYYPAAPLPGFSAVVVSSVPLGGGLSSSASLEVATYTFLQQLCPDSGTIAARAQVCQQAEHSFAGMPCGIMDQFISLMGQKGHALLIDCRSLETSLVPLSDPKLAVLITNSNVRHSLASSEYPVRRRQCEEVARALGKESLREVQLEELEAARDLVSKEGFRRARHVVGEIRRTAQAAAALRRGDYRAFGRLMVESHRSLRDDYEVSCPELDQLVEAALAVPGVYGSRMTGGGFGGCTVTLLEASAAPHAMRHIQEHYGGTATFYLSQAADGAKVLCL
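Galactose (100 uM) and ATP (35 uM) were turned over by 5 nM GALK for 1 h at RT. Kinase-Glo Plus then converted the remaining ATP into a luminescent signal.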
Giardia killer = kills Giardia lamblia | AID 540267 | actives 0.15% (n = 340,000) | activity change, % at 7.66 µM, hits read low | Giardia lamblia trophozoite viability; in the data active means activity change below about -80%; inconclusive means between about -30% and that limit;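 further: parasites exposed to compound for two days anaerobically before the ATP read; on the % scale 0 is the no-effect control and ±100 the full control effect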
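Each well holds 100 Giardia trophozoites and compound. After two days (48 hrs) at 37 deg C in anaerobic conditions, ATP is quantified by luminescence.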
MLL CXXC-DNA inh = MLL CXXC-DNA interaction inhibition; Potency, µM (top dose mostly 115 µM), without a hit: top-dose activity change, negative = inhibition, actives largely listed as inhibitors; actives 0.037% (n = 290,000); Q03164; AID 2662; MLL-CXXC / FITC-HOXA9 DNA fluorescence polarization; active means well fitted inhibition curve with a large enough effect in the polarisation, with a control signal flat, not every such curve was filed as active; inconclusive means small, poorly fitted or top-dose-only effect, or effect the other way, or a change in a side signal; inactive means no such curve, though single readings can be large or run the other way; the % refers to the polarisation; further: potency means the concentration at half of the fitted maximal effect
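Purified MLL-CXXC (added from a 7 uM solution) was preincubated 5 min at ambient with pinned compounds in 50 mM Tris-HCl pH 7.5, 50 mM NaCl, 1 mM DTT, 0.05% BSA. Fluorescein-labeled HOX-A9 DNA (50 nM solution) followed, 30 min, then polarization read.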
hERG WT inh = KCNH2 (human, wildtype) channel inhibition; actives 0.37% (n = 340,000); AID 720551; activity change, % at 1.84 µM; U2OS, BacMam KCNH2, thallium flux FluxOr; hits give low values;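 active means maximum activity change below -70%; inconclusive means maximum activity change between -70% and -50%; inactive means maximum activity change above -50%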; further: on the % scale 0 is the no-effect control and ±100 the full control effect
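U2OS cells were transduced with wild-type KCNH2 virus (2.03 x 10^8 / mL) for 4 h at room temperature, then cultured overnight at 37 C. Thallium flux was read with FluxOr dye. Rate constants were normalized to DMSO controls.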
AT treatment = candidate therapy for ataxia-telangiectasia; Potency, µM (doses to about 57.5 µM), without a hit: at the highest dose activation, actives largely listed as activators; actives 0.19% (n = 320,000); AID 485349; […] A-T fibroblasts, KAP-1 phosphorylation AlphaLISA; neocarzinostatin DNA damage 30 min before lysis; further: potency means the concentration at half of the fitted maximal effect; % of control where 0% means no effect; nearly all actives have a fitted effect of over 45% in size
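ATM-like activity read as KAP-1 phosphorylation via AlphaLISA donor/acceptor antibody pairs after lysis and 6 hr at 25C. Cells were ATM-null patient fibroblasts ([…], hTERT), dosed 60 min, then exposed to the DSB inducer NCS for 30 min.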
Tb PFK block = inhibitors of T. brucei phosphofructokinase; O15648; T. brucei PFK, ADP-Glo luminescence; Potency, µM (top dose mostly 57.5 µM), without a hit: at the highest dose activity, negative = inhibition, usual class: inhibitors; actives 0.17% (n = 330,000); AID 485367;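 further: potency means the concentration at half of the fitted maximal effect; 0% = uninhibited 1x PFK enzyme wells and -100% = no-enzyme wells; nearly all actives have a fitted effect of over 60% in size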
Target sequence (O15648 whole entry, looked up): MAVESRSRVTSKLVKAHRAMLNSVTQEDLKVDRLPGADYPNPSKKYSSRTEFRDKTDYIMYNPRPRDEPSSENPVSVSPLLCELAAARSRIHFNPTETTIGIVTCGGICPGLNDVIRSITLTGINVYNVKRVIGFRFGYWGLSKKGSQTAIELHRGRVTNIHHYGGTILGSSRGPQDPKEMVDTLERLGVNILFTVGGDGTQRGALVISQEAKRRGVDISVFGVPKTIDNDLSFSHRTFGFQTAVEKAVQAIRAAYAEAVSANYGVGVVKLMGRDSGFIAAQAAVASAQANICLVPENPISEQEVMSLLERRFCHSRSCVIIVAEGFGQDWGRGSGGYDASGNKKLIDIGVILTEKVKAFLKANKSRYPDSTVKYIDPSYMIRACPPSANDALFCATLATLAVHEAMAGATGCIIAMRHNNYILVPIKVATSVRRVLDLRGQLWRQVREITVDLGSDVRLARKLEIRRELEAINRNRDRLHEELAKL
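ADP-Glo luminescence quantified ADP after 45 min at room temperature, with 1.25 nM T. brucei PFK, 0.1 mM ATP and 0.5 mM fructose-6-phosphate in pH 8.0 TEA buffer. qHTS titrations up to 57 µM; curves classified by quality.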
TSHR antag = human thyrotropin receptor antagonism | actives 0.2% (n = 330,000) | activity change, negative = inhibition, % at 11.5 µM | TSHR-expressing cells, TSH-stimulated cAMP HTRF, 2 h; hits give low values | P16473;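 active means activity change below a set negative limit, meaning inhibition stronger than a set level, cut at about -70% in these data; inconclusive means activity change between two set negative limits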; further: on the % scale 0 is the no-effect control and ±100 the full control effect
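Competitive HTRF cAMP read-out (cryptate anti-cAMP antibody, cAMP-d2; 30 min, room temperature) in freshly harvested TSHR cells. Compounds added before TSH at EC80 (4nM final), followed by 2 hours' incubation at 37 deg C.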
Coupling enz = counter-screen for Giardia aldolase inhibitors: coupling enzyme system; activity change, negative = inhibition, % at 58.2 µM, hits read low; actives 0.67% (n = 290,000); coupling enzyme system counterscreen, AmpLite Red fluorescence; AID 2472; in the data active means activity change below about -30%; further: on the % scale 0 is the no-effect control and ±100 the full control effect
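Fluorescence at 525 nm excitation and 598 nm emission measured inhibition of the coupled detection system without aldolase. Compounds (at 57.5 uM final) were preincubated 10 min at room temperature with coupling enzyme reagent before a 20 min substrate/AmpLite Red step.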
TCR activator = T cell receptor activation | 330,000 tested, under 10 active | Potency, µM (titrated, usually from 9.22 µM), for inactives: top-dose activation of IL-2 secretion, hits mostly activators | primary human leukocytes, anti-CD3, IL-2 HTRF, 48 h; further: % of control where 0% means no effect
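Primary human leukocytes were stimulated with a-CD3 beads plus compounds for 48 hr without co-stimulation; secreted IL-2 was quantified by HTRF using a-IL-2-K (europium cryptate) and a-IL-2-d2, excited at 320nm with acceptor emission read at 665nm.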
* hit, by the source's call; u = inconclusive; x = no result given; [ ] = another dose, or the depositor's remark. Unless noted, the call rests on the fitted dose curve; in most records, active means well fitted curve in the direction sought with a large enough effect; inconclusive means small, poorly fitted or top-dose-only effect, or another doubt; inactive means no such curve, though single readings can be large; an effect the other way counts as inactive or inconclusive. The order is random. Share with any hit: about 1.6%.

molecule | TSHR antag | Giardia killer | AT treatment | MLL CXXC-DNA inh | GALK inh | Tb PFK block | hERG WT inh | BCR signal inh | TCR activator | Coupling enz
Nn1c(-c2cccc([N+](=O)[O-])c2)nc2ccccc2c1=O | 12 | 5 | 17% | -1% | -1% | 2% | -1 | -6% | -10% | 2
CC(=O)C1=C(C)NC(SCC(N)=O)=C(C#N)C1c1ccco1 (stereo not drawn) | 2 | -4 | 5% | 4% | 0% | 0% | -1 | 0% | 1% | -5
COc1ccccc1C(=O)NNC(=O)C1CC=CCC1 (stereo not drawn) | -2 | 25 | -3% | -8% | 9% | -3% | -13 | u | 3% | 2
O=C(Nc1nc2c(s1)CCCC2)c1nn(Cc2ccccc2)c(=O)c2ccccc12 | -5 | -9 | -5% | 3% | 1% | 0% | 0 | u | -1%[46.1 µM] | 1
CCC1CCCCN1C(=O)CSc1nc(N)cc(=O)[nH]1 (stereo not drawn) | 4 | 2 | 0% | 3% | -3% | -2% | -5 | 1% | 3% | -3
O=C(CCNS(=O)(=O)c1ccc2c(c1)CCC(=O)N2)NCc1cccnc1 | 1 | -19 | -2% | 3% | 0% | -6% | -4 | -24% | 7% | 2
COc1ccc(C(=O)N2CCC(C(=O)Nc3ccc4c(c3)OCCO4)CC2)cc1 | 3 | -14 | x | -1% | 4% | 0% | 26 | 4% | -1% | 0
Cc1ccc(OCC(=O)OCc2nc3scc(-c4ccccc4)c3c(=O)[nH]2)cc1C | -9 | -1 | 2% | x | x | 1% | 6 | 0% | 2% | x
CSc1cccc(NC(N)=O)c1 | -1 | -15 | 2% | 0% | -1% | 1% | -11 | 6% | 4% | 0
CC(C)n1c(/N=C/c2c[nH]c3ccccc23)nc2ccccc21 | -9 | 2 | 11% | 2% | -2% | 2% | -16 | -24% | x | 1
CCCNC(=O)Cn1nc(C(F)(F)F)cc1C | 0 | 9 | -5% | 14% | 5% | -1% | -4 | 3% | -8% | 0
COc1cc(-c2n[nH]c(=S)n2-c2ccc(C)cc2)cc(OC)c1OC | 9 | 1 | -2% | -9% | 0% | 0% | -5 | u | -1% | -7
CCNC(=O)N(C)C[C@H]1N[C@@](C)(C(=O)OC)[C@H]2C(=O)N(Cc3ccccc3)C(=O)[C@@H]12 | 3 | 38[activator] | 3% | x | x | 1% | 20 | 0% | -10% | x
CCOc1ccc(NC(=O)CNC(=O)COc2ccccc2)cc1 | 6 | 8 | 1% | 4% | 2% | 0% | -1 | -28% | -1%[46.1 µM] | 3
CCOC(=O)N1CCN(C(=O)C2CCC(=O)N(Cc3cccc(C(F)(F)F)c3)C2)CC1 (stereo not drawn) | 0 | 1 | 7% | 1% | 6% | 1% | 9 | 1% | 10% | x
CC(C)COc1ccc(C(=O)Nc2ccc(NC(=O)c3ccco3)cc2)cc1 | -1 | -11 | 0% | 15% | 4% | -1% | 0 | 1% | 0% | 0
COc1ccccc1NS(=O)(=O)c1cc(C(=O)N2CCN(C/C=C/c3ccccc3)CC2)ccc1C | 3 | -7 | 9% | 9% | -4% | 5% | 10 | 3% | -5% | x
CCc1cc(C(=O)O)c(NC(=O)c2cc(OC)c(OC)c(OC)c2)s1 | 1 | -13 | -3% | 0% | -2% | -2% | -2 | u | -1% | 10
Cc1ccc(O)c(-c2cc(-c3ccccc3[N+](=O)[O-])[nH]n2)c1 | -10 | 21 | -2% | u | 2% | -2% | -9 | 0% | 7% | -1
O=C(Cc1ccsc1)Nc1ccc(S(=O)(=O)C(F)F)cc1 | -1 | 0 | -13% | 12% | 7% | -3% | 8 | -18% | 2% | -4
O=C(CCS(=O)(=O)c1ccccc1)Nc1ccc(N2CCN(Cc3ccccc3)CC2)cc1 | 17 | 7 | -7% | x | x | 3% | -15 | 1% | 5% | x
CCOc1ccc(S(=O)(=O)N2CCC(C(=O)NCc3ccccn3)CC2)cc1Cl | 1 | -26 | -5% | -6% | 15% | 0% | 5 | u | 3% | 0
COCCn1c(=O)[nH]c2cc(C(=O)N3CCN(c4ccc(OC)cc4)CC3)ccc2c1=O | -7 | 4 | 6% | -2% | 1% | -11% | -3 | 4% | -4% | -3
Cc1cc(CN2CCCCC2)oc1C(=O)O | 0 | 9 | -1% | 12% | -4% | 1% | -9 | u | -14% | 8
COc1ccc(S(=O)(=O)N2CCN=C2SCc2cccc(F)c2)cc1 | 0 | -13 | -5% | 4% | -7% | -1% | 3 | 4% | -4% | x
Cc1c(C(=O)Nc2ccc(Br)cc2)cnn1C | 5 | -7 | -4% | -5% | 1% | -1% | 3 | 5% | 1%[46.1 µM] | -4
Cc1cccn2c(=O)c(/C=N/O)c(N3CCCCC3)nc12 | 0 | -13 | -14% | 7% | -2% | -9% | -12 | -1% | -167% | 5
C=CCNC(=S)/N=c1/ccccn1CCC | 4 | 9 | 38% | 4% | -1% | -13% | -3 | -9% | 15% | 3
COc1ccc(N2CCN(CCCNC(=O)Cn3c(=O)c4cccn4c4ccccc43)CC2)cc1 | 4 | 3 | -6% | 1% | -1% | -1% | 53 | 2% | 6% | 1
Cc1nn(C(=O)c2cccnc2)c(C)c1C | 12 | 8 | 3% | 4% | 0% | 0% | 7 | u | -4% | -2
COc1ccccc1NC(=O)c1cc(C(=O)Nc2ccccc2OC)cc(N2C(=O)CCC2=O)c1 | 6 | -5 | -7% | 6% | -2% | -9% | -4 | 4% | 11%[46.1 µM] | 5
COc1ccc(C(=O)Nc2ccc3ccccc3c2)cc1OC | 32 | -9 | 6% | 17% | -16% | 1% | -11 | u | x | -1
Cn1c(=O)c(C(=O)Nc2ccccn2)c(O)c2ccccc21 | 0 | -18 | 1% | -8% | 3% | 2% | -6 | u | x | 0
COc1ccccc1-n1c(C)c(C(C)=O)c2cc(O)ccc21 | -12 | -8 | 13% | 6% | -5% | 2% | -9 | -2% | 6% | -11
O=C(CCCl)Nc1ccc(S(=O)(=O)NCc2ccco2)cc1 | 12 | 16 | -3% | 6% | 4% | -4% | -12 | 1% | 0% | 3
COc1ccccc1NC(=O)CSc1nc(=O)n(Cc2ccncc2)c2c1CCCC2 | -8 | -10 | 4% | x | x | 0% | -2 | -1% | 2% | x
CC(C)(C)c1ccc(C2C(C(=O)c3ccco3)=C(O)C(=O)N2CC2CCCO2)cc1 (stereo not drawn) | -12 | 15 | x | 5% | -1% | 0% | x | -4% | -10% | 1
COc1cc(C(=O)Nc2cccc3ncccc23)cc(OC)c1OC | -13 | -6 | x | -12% | 0% | -4% | -5 | -15% | 0% | 2
CS(=O)(=O)Nc1ccccc1C(=O)NC1CC2CCC1C2 (stereo not drawn) | 4 | 0 | -2% | 3% | 0% | -17% | 5 | 0% | -1% | 0
COCCn1c(=S)[nH]c2ncccc2c1=O | -10 | 3 | -3% | -2% | 0% | -8% | -3 | -2% | 0% | 0
Cc1ccc2nc(NC(=O)CSc3ncnc4c3oc3ccccc34)sc2c1 | 20 | -1 | 18% | -3% | 0% | -18% | 7 | u | 5% | 0
COc1ccc(NC(=O)C2CC(=O)N(C)C(=Nc3ccc4c(c3)OCO4)S2)cc1 (stereo not drawn) | 12 | -1 | 2% | -5% | 2% | 2% | -4 | -3% | 2% | 0
Cc1cc(CSC(=N)N)c(CSC(=N)N)cc1C | 1 | 2 | -12% | -2% | -2% | -10% | 17 | u | 5% | 0
CCOC(=O)[C@@H]1[C@H]2COc3cc(OC)ccc3[C@H]2N2C(=O)N(c3ccc(OC)cc3)C(=O)[C@]12C | -4 | 3 | -7% | x | x | 0% | 12 | 2% | 3% | x
Cc1ccc(OCC(=O)Nc2cccc(S(=O)(=O)N3CCCCCC3)c2)c([N+](=O)[O-])n1 | 2 | -17 | 5% | 12% | 0% | -1% | 12 | -17% | 6% | -1
CCOC(=O)C(=CNc1nc(-c2ccccc2)c(C(=O)Nc2ccc(-c3ccccc3)cc2)s1)C(=O)OCC | -1 | -11 | 10% | 13% | 3% | 4% | -4 | -1% | 12% | x

2 compounds picked at random from the list so far, as already listed:
molecule | TSHR antag | Giardia killer | AT treatment | MLL CXXC-DNA inh | GALK inh | Tb PFK block | hERG WT inh | BCR signal inh | TCR activator | Coupling enz
O=C(CCNS(=O)(=O)c1ccc2c(c1)CCC(=O)N2)NCc1cccnc1 | 1 | -19 | -2% | 3% | 0% | -6% | -4 | -24% | 7% | 2
COc1ccc(NC(=O)C2CC(=O)N(C)C(=Nc3ccc4c(c3)OCO4)S2)cc1 (stereo not drawn) | 12 | -1 | 2% | -5% | 2% | 2% | -4 | -3% | 2% | 0
